# Ba/F3 V617F tox – loss of viability in JAK2V617F-driven Ba/F3 cells; Ba/F3 EpoR-JAK2V617F viability, ATP luminescence; inhibition, % at 5.6 µM; 220,000 compounds, 1.1% hits; AID 1446;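 active means inhibition above the campaign mean plus 3 SD over all tested compounds, cut at about 24% in these data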;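 further: cytokine-independent growth of Ba/F3 cells driven by EpoR plus mutant JAK2; 0% = DMSO-treated cells and 100% = JAK inhibitor I control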
# TRPN1 ag – zebrafish TRPN1 (NompC) channel agonism | HEK293 zebrafish TRPN1-YFP, Fluo-8 calcium fluorescence; 100% = response to 87 µM carbachol | activation, % at 3 µM | 220,000 compounds, 0.18% hits | AID 1424;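 active means activation above its plate's cutoff, the mean activation of test wells on that plate plus 3 SD, cut at about 19% in these data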;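 further: 0% = DMSO alone and 100% = 87 µM carbachol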
#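 Assay system: Zebrafish TRPN1-YFP in HEK293 cells | Incubation: Dye loading 1 h at 37 °C, then 30 min room temperature | Measured by: Kinetic Fluo-8 fluorescence, ex 470-495, em 515-575 nm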
# Wee1 degr inh – inhibitors of human Wee1 degradation; P30291; 220,000 compounds, 1.2% hits; HeLa Luc-Wee1K328M stability, luciferase luminescence; 100% = proteasome inhibitor MG132 effect; reporter increase, % at 5 µM;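 active means activation above the mean of all tested compounds plus 3 SD, set per screening run, cut at about 8.8% in these data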;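 further: cells exposed to compound for 20 h before luminescence read; 0% = DMSO alone and 100% = MG132 at 30 µM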
# Target sequence (P30291 whole entry K328M): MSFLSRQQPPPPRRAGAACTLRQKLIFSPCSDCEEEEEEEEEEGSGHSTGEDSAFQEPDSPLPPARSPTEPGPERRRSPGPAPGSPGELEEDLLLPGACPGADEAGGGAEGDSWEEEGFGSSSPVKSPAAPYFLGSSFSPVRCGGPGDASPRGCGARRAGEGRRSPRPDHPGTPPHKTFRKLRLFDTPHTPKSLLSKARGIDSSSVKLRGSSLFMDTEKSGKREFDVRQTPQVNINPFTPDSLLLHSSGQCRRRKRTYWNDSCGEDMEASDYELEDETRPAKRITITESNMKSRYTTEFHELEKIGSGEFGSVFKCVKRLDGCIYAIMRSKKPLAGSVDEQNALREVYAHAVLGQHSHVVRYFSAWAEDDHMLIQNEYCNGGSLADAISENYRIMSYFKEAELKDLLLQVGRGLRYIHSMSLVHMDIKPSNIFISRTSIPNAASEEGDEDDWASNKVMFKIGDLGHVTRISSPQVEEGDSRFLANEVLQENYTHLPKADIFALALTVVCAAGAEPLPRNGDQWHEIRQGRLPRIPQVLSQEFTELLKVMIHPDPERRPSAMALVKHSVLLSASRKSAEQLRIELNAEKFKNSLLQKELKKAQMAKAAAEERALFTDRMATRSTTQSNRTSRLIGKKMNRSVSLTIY
# RBBP9 inhibitor – human RBBP9 hydrolase inhibition. O75884. recombinant RBBP9, FP-Rh probe fluorescence polarization. inhibition, % at 7.94 µM. 220,000 compounds, 0.2% hits. AID 1515;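 active means inhibition above the campaign mean of all tested compounds plus 3 SD, cut at about 14% in these data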;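 further: plate controls were DMSO wells with RBBP9 for no effect and wells lacking RBBP9 protein for full effect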
# Target sequence (O75884 whole entry, looked up): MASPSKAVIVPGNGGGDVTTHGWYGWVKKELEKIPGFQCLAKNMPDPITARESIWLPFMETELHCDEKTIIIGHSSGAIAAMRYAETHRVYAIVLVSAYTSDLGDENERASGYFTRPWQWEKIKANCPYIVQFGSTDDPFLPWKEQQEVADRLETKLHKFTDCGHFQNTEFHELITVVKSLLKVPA
#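 System: RBBP9 protein / Buffer or medium: Tris/NaCl buffer pH 8.0 with 0.1% Pluronic / Probe or stimulus: Serine-hydrolase probe FP-Rh, 375 nM pre-mixing / Dosing: 7.94 µM single dose, 0.794% DMSO / Times: enzyme-compound preincubation 30 min, then probe labeling 45 min, 25 °C / Technique: fluorescence polarization (mP), excitation 525 nm, emission 598 nm / Replication: singlicate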
# PPC-1+TRAIL kill – compounds killing PPC-1 cancer cells with TRAIL present (potentiator screen, no TRAIL-free arm); PPC-1 cells + TRAIL, ATPLite viability luminescence; cell killing (% activity), % at 4 µM; 220,000 compounds, 0.41% hits;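 active means cell killing above 50% in the first pass at 4 µM, then a duplicate retest at 5 µM averaging 50% or more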;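 further: plate controls were cells with TRAIL plus DMSO for no effect and medium-only wells lacking cells for full effect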
# CHOP inh – CHOP inhibition in unfolded protein response; CHO-K1 CHOP-promoter luciferase, tunicamycin-induced, 15-18 h; inhibition, % at 10 µM; 220,000 compounds, 3.8% hits;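 active means compounds that reduced the stress-induced luciferase reporter signal by more than about 70% of percent inhibition, limit read from the data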;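 further: 0% = tunicamycin plus vehicle and 100% = wells without tunicamycin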
# TNF necrop inh – blocks TNF-alpha induced death of Jurkat FADD-/- cells | Jurkat FADD-/- TNF necroptosis rescue, ATP luminescence, 24 h; 0 = TNF only, 100 = no-TNF cells | activation (protection from cell death), % at 10 µM | 220,000 compounds, 0.068% hits | AID 463075;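 active means activation, meaning protection from cell death, of at least 50% relative to plate controls; inactive means activation below 50%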;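 further: necroptosis triggered by 40 ng/mL TNF-alpha added together with compound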
# TRPML3 ag – agonists of human TRPML3 channel | HEK293 TRPML3-YFP, Fluo-8 calcium fluorescence; 100% = the carbachol control signal | activation, % at 3 µM | 220,000 compounds, 0.29% hits;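 active means activation above its plate's cutoff, the mean activation of the plate's test wells plus 3 SD, cut at about 12% in these data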;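 further: 0% = DMSO only wells and 100% = carbachol wells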
#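 Material: TRPML3-YFP stable HEK293 cells | Dosing: One concentration, 3 µM nominal, 0.3% DMSO | Timing: 125 s total fluorescence read per well | Technique: Fluo-8 calcium dye fluorescence, ex 470-495, em 515-575 nm | Measure: Percent activation from peak-to-basal fluorescence ratio, scaled between DMSO and carbachol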
# BaF3 parental – reduces parental Ba/F3 cell viability, JAK2V617F counter-screen. CellTiter-Glo ATP luminescence. inhibition, % at 5.6 µM. 220,000 compounds, 1.1% hits. AID 1486;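 active means inhibition above a per-campaign cutoff, the mean inhibition of all tested compounds plus 3 SD, cut at about 27% in these data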;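 further: 0% = DMSO wells and 100% = JAK Inhibitor I control wells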
# * = called active by the depositor; x = no result given; [ ] = dose if it differs, or a comment.
SMILES,Ba/F3 V617F tox,TRPN1 ag,Wee1 degr inh,RBBP9 inhibitor,PPC-1+TRAIL kill,CHOP inh,TNF necrop inh,TRPML3 ag,BaF3 parental
N/C(=N\c1nc2c(c(=O)[nH]1)CCCC2)Nc1ccccc1,0,0.5,1,2,18,-7,-0.6,1.2,3
Cc1ccc(NC(=O)c2cccc(N3C(=O)C4C5CCC(C5)C4C3=O)c2)c(C)c1 (configuration not stated),-2,0.8,2,-7,17,-2,1.0,0.2,4
Cc1cccc(C)c1NC(=O)C(c1ccc([N+](=O)[O-])cc1)N(C)C(=O)c1ccccn1 (configuration not stated),2,0.6,-2,-4,2,21,-0.5,0.0,3
CNS(=O)(=O)c1cc(Br)ccc1S(=O)c1ccccc1C(=O)O (configuration not stated),-4,0.9,-1,5,-11,-1,4.3,0.7,0
COc1ccc(CCN(Cc2ccccn2)C(=S)Nc2ccccc2F)cc1OC,4,-0.3,-1,-6,2,1,2.0,0.5,11
c1ccc(CNC2=NCCCCC2)cc1,2,0.2,-3,6,-4,0,-1.3,0.3,4
O=C(O)c1ccc(S(=O)(=O)c2ccc3c(c2)C(=O)N(NC(=O)c2ccccc2)C3=O)cc1,1,1.5,3,-1,14,13,0.0,2.4,5
Cc1c(Cl)cccc1NC(=O)CCCN1C(=O)c2cccnc2C1=O,2,9.6,5,1,13,23,0.7,11,6
CN1CCN(NC(=O)c2ccc(F)cc2)CC1,4,0.3,-2,-8,15,-18,-1.9,-0.1,5
Cc1ccc(S(=O)(=O)n2nc(-c3ccco3)nc2SCc2ccccc2)cc1,-3,-0.8,-3,-8,11,-5,0.1,-0.7,-2
O=C(CN(C(=O)c1ccc(Cl)cc1)C1CCCCC1)Nc1ccc(Cl)c([N+](=O)[O-])c1,3,1.2,0,-5,11,20,2.0,0.6,11
COc1cccc(-c2nnc(NC(=O)Cc3cccs3)s2)c1,-3,0.1,2,-1,7,46,1.5,0.7,0
COc1ccc(CCN2C(=O)c3cccnc3C2=O)cc1OC,3,0.9,-3,-6,-16,12,0.1,0.2,4
CC(C)(C)n1nc2c(c1NC(=O)c1ccco1)CS(=O)C2 (configuration not stated),-4,1.6,3,-5,8,-13,-0.4,0.3,4
Cc1ccc(C(C)C)c(OCc2n[nH]c(=S)o2)c1,-1,-0.5,1,-7,8,35,-0.2,0.1,8
CS(=O)(=O)c1cnc2c(-c3ccc(F)cc3)cnn2c1N,5,0.8,0,-7,31,11,-6.4,0.2,4
COc1cccc(NC(C)C(=O)Nc2cc([N+](=O)[O-])ccc2Cl)c1 (configuration not stated),5,0.2,5,-5,10,6,1.0,0.8,11
Cc1ccc(NC(=O)CCCN2C(=O)/C(=C/C=C/c3ccccc3)SC2=S)cc1,-2,-0.2,2,2,-14,58,4.6,0.0,4
O=C(O)c1ccc(COc2ccccc2/C=C2\NC(=O)N(Cc3ccccc3)C2=O)cc1,-5,-0.5,2,-4,4,2,1.1,0.0,9
Cc1nnc(-c2cnn(-c3ccccc3)c2N)n1Cc1ccncc1,2,0.5,3,-8,12,14,-2.2,0.2,0
COC(=O)c1nnn(-c2nonc2N)c1CSc1ccccn1,3,0.0,2,-11,23,-10,0.2,0.0,0
CCOCc1[nH]c(=S)[nH]c(=O)c1Cc1ccc(OCC)cc1,0,1.5,-2,-7,x,4,0.4,0.0,10
Nc1nc(SCc2c(Cl)cccc2Cl)n[nH]1,2,0.2,-1,-4,17,-16,-4.6,0.8,4
Cc1cc(-c2nnc(CCC(=O)NC(C)c3ccc(F)cc3)o2)no1 (configuration not stated),2,0.8,-1,2,18,-15,-0.6,-0.3,10
C=CCc1c(C)nc(SC)nc1Nc1ccc(C)cc1,-3,-2.3,-2,0,15,51,0.3,-1.1,0

# Results in PPC-1+TRAIL kill, for 3 of the compounds above:
Structure	PPC-1+TRAIL kill
Cc1cccc(C)c1NC(=O)C(c1ccc([N+](=O)[O-])cc1)N(C)C(=O)c1ccccn1 (configuration not stated)	2
CNS(=O)(=O)c1cc(Br)ccc1S(=O)c1ccccc1C(=O)O (configuration not stated)	-11
COc1ccc(CCN(Cc2ccccn2)C(=S)Nc2ccccc2F)cc1OC	2

# Remaining list, next part:
SMILES,Ba/F3 V617F tox,TRPN1 ag,Wee1 degr inh,RBBP9 inhibitor,PPC-1+TRAIL kill,CHOP inh,TNF necrop inh,TRPML3 ag,BaF3 parental
Cc1ccc[n+](CC2OCc3ccccc3CO2)c1,1,0.3,6,-7,10,8,-1.0,1.0,5
Cc1nc2ccccc2n1C1CC(=O)N(N(C)C)C1=O (configuration not stated),-3,-1.3,-2,-9,14,21,0.5,0.3,-1
CCOC(=O)c1cnc(SCC(=O)NCc2ccco2)nc1N,-1,0.9,-1,-11,21,16,0.6,0.0,2
Cc1nn(C)c(C(=O)NNC(=S)NC2CCCCC2)c1Cl,-4,0.4,3,-6,14,4,1.7,0.7,0
COc1ccc(S(=O)(=O)N2CCCC2)c(Cl)c1Cl,1,-0.6,8,-6,15,11,-1.8,11*,4
CC1CCC(NC(=O)CN2C(=O)COc3ccc(S(=O)(=O)N4CCCC4)cc32)CC1 (configuration not stated),-1,-1.4,-1,-8,11,2,0.8,0.3,3
COC(=O)C[N+](C)(C)C/C=C\c1ccccc1,0,1.2,-3,-7,15,2,0.3,1.1,3
CCOc1ccc(Cc2n[nH]c(=S)n2N)cc1,-1,0.0,3,-3,-17,6,1.2,-0.4,4
Fc1ccc(CO/N=C/C2=C(Cl)c3ccccc3CC2)cc1,3,-0.7,0,-6,3[5 µM],-39,-0.3,0.9,8
N#Cc1ccccc1Cn1cc(/C=C/[N+](=O)[O-])c2ccccc21,-1,-0.8,-1,-4,29,-20,-26,0.4,0
Cc1ccc(-c2cc(C(=O)NCc3ccccn3)c3ccccc3n2)cc1,1,-2.2,-2,-12,29,-24,-8.6,-1.3,3
CNCCCC1Sc2ccccc2Oc2ccccc21 (configuration not stated),3,0.1,-2,-5,24,12,0.8,1.2,4
CC(=O)c1ccc(NS(=O)(=O)c2ccc3ccccc3c2)cc1,3,1.3,3,2,-10,21,4.5,2.0,7
Cc1ccc(/C=C/C(=O)Nc2ccccc2C(N)=O)cc1,2,1.6,3,3,84*,-5,0.2,0.3,2
NS(=O)(=O)c1ccc(NC(=O)COC(=O)C2(c3ccc(F)cc3)CCCC2)cc1,-3,2.1,-1,-2,17,65,1.6,0.7,1
CC(/C=C1\SC(=S)N(NC(=O)c2cccc(O)c2)C1=O)=C\c1ccccc1,-3,0.8,-2,-2,-1,2,1.7,0.7,0
Cc1cc(=O)oc2cc(OCC(=O)OCC(=O)NC3CC3)ccc12,-1,0.9,0,-3,11,8,0.3,0.6,1
O=C(CN1C(=O)CCC1=O)Nc1nc(-c2cccs2)cs1,-5,2.9,2,-4,-4,2,1.5,1.5,-2
O=C1CCN(C(=O)CSc2ccc(Cl)cc2)N1,3,1.1,-3,-15,-4,-4,0.2,0.4,5
O=C(c1ccncc1)N1c2ccccc2Sc2ccccc21,-2,-3.7,4,-3,19,16,-7.4,-1.7,0
Cn1c(=O)c2c(ncn2CC(=O)N(Cc2ccccc2)c2ccccn2)n(C)c1=O,-3,0.1,-2,4,3,-20,-3.4,-0.1,-2
CN(c1ccc(C(=O)NCc2ccccn2)cc1)S(C)(=O)=O,-3,-0.5,-1,-4,26,3,0.9,-0.6,-1
COc1ccccc1NC(CC(=O)c1ccccc1)C(=O)OCC(=O)c1ccc(C)cc1 (configuration not stated),1,0.1,-1,-1,0,12,-1.4,1.0,5
O=c1[nH]c2ccccc2n2cnnc12,3,0.8,5,-7,16,10,0.1,1.3,3
CSC1=N/C(=C\c2ccc(F)cc2)C(=O)S1,-2,0.8,0,-2,15,46,-1.7,0.8,0

# Additional results:
SMILES,Ba/F3 V617F tox,TRPN1 ag,Wee1 degr inh,RBBP9 inhibitor,PPC-1+TRAIL kill,CHOP inh,TNF necrop inh,TRPML3 ag,BaF3 parental
O=c1[nH]c(N/N=C/c2ccccc2)nc2ccccc12,-2,-0.2,10*,-5,10,35,13,-0.6,4
Cc1nnc(-c2ccccc2)c(=O)n1/N=C/c1c(O)ccc2ccccc12,2,15,-2,-6,37,27,-19,13*,6
O=C(NCCN1CCN(C(=O)NC2CCCCC2)CC1)NC1CCCCC1,-3,1.4,-2,0,11,30,3.0,-0.2,0
Cn1nc(C(=O)Nc2nc(-c3ccc(F)cc3)cs2)ccc1=O,3,13,2,-7,16,14,-12,5.8,1
CCC(CC)C(=O)NCc1ccccc1Cl,6,0.4,1,-9,5,9,15,0.3,4
COc1cccc(N2CCN(CC(=O)NC(=O)NCc3ccco3)CC2)c1,-1,-0.2,-1,2,2,23,-0.2,0.7,10
COCCNC(=O)c1cccc(NS(=O)(=O)c2cccc3cccnc23)c1,-3,2.5,0,-4,0,13,0.7,1.5,-1
CC1CCCCN1S(=O)(=O)c1ccc(S(=O)(=O)NCCc2ccncc2)cc1 (configuration not stated),-2,1.7,5,-5,5,19,-1.9,1.0,4
C=C(C)C1CC=C(C)/C(=N/NC(=O)COc2ccccc2Cl)C1 (configuration not stated),-2,-0.2,-2,-2,21,61,-0.1,0.2,3
COc1ccc(-n2nc(C(=O)NCC(=O)NCCCN3CCCCCC3)c3ccccc3c2=O)cc1Cl,2,-0.6,2,-4,3,25,0.9,0.6,4
O=C(NCc1ccco1)C1CCCN(S(=O)(=O)c2ccccc2)C1 (configuration not stated),-2,0.0,-2,4,9,46,1.9,-0.3,4
O=C(O)c1cccnc1SC1CC(=O)N(c2ccc(OC(F)F)cc2)C1=O (configuration not stated),2,-1.1,-1,-14,22,8,0.1,1.0,-5
O=C(O)c1sccc1S(=O)(=O)c1ccccc1,-1,0.8,-2,-1,13,36,-4.1,0.2,3
CCc1nc(C)ccc1OCC(=O)O,-2,2.3,3,-9,4,-4,-0.8,0.2,-1
CCCCn1nc2cc(C(=O)NCC34CC5CC(CC(C5)C3)C4)ccc2c1OCC,-3,-0.2,-1,-6,31,9,3.8,-0.6,-5
CC(=O)Nc1ccc2nc3c(=O)n(C)c(=O)n(C)c3nc2c1,-1,-0.3,0,4,16,5,-1.5,1.4,5
CCOC(=O)C1CCCN(CCC(=O)Nc2ccccc2C)C1 (configuration not stated),0,1.1,-1,-1,6,18,0.8,0.9,3
CCN(C(=O)c1c(OC)cccc1OC)c1nnc(-c2cccnc2)s1,0,-0.1,1,-12,2,17,-1.5,0.3,3
CCOc1ccc(NC(=O)C2CCN(c3nnnn3-c3ccccc3)CC2)cc1,-2,-1.5,0,-8,28,4,-2.5,0.8,0
